# Bioassay records from PubChem BioAssay.
# AMA1 RON2 block: disrupts binding of P. falciparum AMA1 to RON2; AID 720542; AlphaScreen AMA1-biotinylated RON2 peptide binding; 360,000 tested, 0.2% active; Potency, µM (highest dose often 58.2 µM), without a hit: at the highest dose activity change, negative = inhibition, actives largely listed as inhibitors;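 also: potency is read from the fitted curve at half-maximal effect; 0% = vehicle wells and -100% = peptide control; nearly all actives have a fitted effect of over 45% in size; some results filed as inactive show a strong effect at the top dose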
#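 AMA1 (3D7) with his tag at 25 nM final met compounds first, then biotinylated RON2 peptide at 25 nM; detection used donor plus acceptor beads, 10 µg/mL apiece, read by AlphaScreen after 30 min at room temperature.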
# LmPK inhibitor: LmPK (Leishmania mexicana) enzyme inhibition; purified LmPK, Kinase-Glo ATP luminescence, 1 h; AID 1721; 290,000 tested, 0.37% active; Potency, µM (top dose mostly 57.5 µM), without a hit: at the top dose activity change, negative = inhibition, most hits filed as inhibitors; Q27686; also: potency is read from the fitted curve at half-maximal effect
# Target sequence (Q27686 whole entry, looked up): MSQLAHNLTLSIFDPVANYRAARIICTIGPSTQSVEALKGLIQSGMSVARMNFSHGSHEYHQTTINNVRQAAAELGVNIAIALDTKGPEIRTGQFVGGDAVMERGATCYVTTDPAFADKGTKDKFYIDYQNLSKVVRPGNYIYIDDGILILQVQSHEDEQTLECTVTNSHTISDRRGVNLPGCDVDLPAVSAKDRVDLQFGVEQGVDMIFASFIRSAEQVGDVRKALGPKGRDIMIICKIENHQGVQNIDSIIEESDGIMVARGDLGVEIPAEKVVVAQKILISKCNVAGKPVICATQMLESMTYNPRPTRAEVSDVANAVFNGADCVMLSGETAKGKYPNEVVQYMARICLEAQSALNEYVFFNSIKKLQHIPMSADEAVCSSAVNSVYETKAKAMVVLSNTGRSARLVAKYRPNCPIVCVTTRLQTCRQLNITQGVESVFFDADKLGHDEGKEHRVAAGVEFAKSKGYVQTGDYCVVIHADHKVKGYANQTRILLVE
#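 Kinase-Glo luminescence read after 1 h RT reaction of 0.1 nM LmPK with 0.5 mM PEP and 0.1 mM ADP. Activity scaled between uninhibited and enzyme-free controls.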
# Tb PYK inh: T. brucei pyruvate kinase inhibition. Q57TT1. TbPYK enzyme, Kinase-Glo Plus ATP luminescence, 45 min. Potency, µM (series often up to 76.8 µM), inactives show at the highest dose activity, negative = inhibition, usual class: inhibitors. 410,000 tested, 0.12% active. AID 624173; also: potency is read from the fitted curve at half-maximal effect; nearly all actives have a fitted effect of over 50% in size
#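 TbPYK + substrate in 50 mM TEA pH 7.2, 100 mM KCl, 10 mM MgCl2, 0.05% BSA, 0.01% Tween-20; cpd pinned; ADP 130 uM final; 45 min RT; Kinase-Glo Plus 10 min; luminescence endpoint.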
# AmpC inh no detg: inhibitors of E. coli AmpC beta-lactamase without detergent | P00811 | AmpC nitrocefin hydrolysis, absorbance 480 nm, 0.0001% Triton | Potency, µM (series often up to 57.1 µM), inactives show at the top dose activity change, negative = inhibition, usual class: inhibitors | 330,000 tested, 0.52% active | AID 485341;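 also: potency is read from the fitted curve at half-maximal effect; plate controls were no compound for no effect and no enzyme for full effect; nearly all actives have a fitted effect of over 20% in size; some results filed as inactive show a strong effect at the top dose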
# Target sequence (P00811 whole entry, looked up): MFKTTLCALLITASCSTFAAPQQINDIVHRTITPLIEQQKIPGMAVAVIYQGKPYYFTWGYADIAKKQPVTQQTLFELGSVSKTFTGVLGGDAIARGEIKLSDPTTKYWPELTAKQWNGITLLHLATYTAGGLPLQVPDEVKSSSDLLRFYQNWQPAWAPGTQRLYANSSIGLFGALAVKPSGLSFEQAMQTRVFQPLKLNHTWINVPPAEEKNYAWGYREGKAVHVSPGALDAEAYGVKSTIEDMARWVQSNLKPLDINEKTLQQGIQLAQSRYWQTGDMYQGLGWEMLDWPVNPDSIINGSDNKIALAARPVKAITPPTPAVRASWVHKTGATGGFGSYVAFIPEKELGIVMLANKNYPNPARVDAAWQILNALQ
#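 AmpC (5.3 nM in the dispensed reagent) in 20 mM phosphate pH 7.0 with 0.01% (detergent screen) or 0.0001% Triton X-100 was preincubated with compounds for 15 min at room temperature. Nitrocefin was then added from an 800 uM solution, and hydrolysis was followed at 480 nm.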
# Sm TGR block: blocks Schistosoma mansoni thioredoxin glutathione reductase. Q962Y6. 360,000 tested, 3% active. purified TGR, DTNB reduction, TNB absorbance 405 nm. Potency, µM (highest dose often 114 µM), for the others: at the top dose activity change, negative = inhibition, actives largely listed as inhibitors; also: potency is read from the fitted curve at half-maximal effect; nearly all actives have a fitted effect of over 60% in size
#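 TGR 20 nM + NADPH 100 uM (dispensed conc.), cpd preinc 15 min RT; start with NADPH (500 uM addition) then DTNB (15 mM addition). Kinetic TNB absorbance, 405 nm filter. Four-parameter Hill fit across titration.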
# HCMV inh: human cytomegalovirus inhibition; HFF cells, HCMV-luciferase reporter, 72 h; active compounds read low; activity change, negative = inhibition, % at 57.5 µM; 410,000 tested, 4.5% active; in the data active = activity change below about -60%; inconclusive = no clear call, values can overlap the other calls; inactive = above about -39%
#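 Cell-based, HFFs, 1000 cells/well, 16 h 37C; cpds in DMSO + HCMV-luc, MOI 1 PFU/cell; 72 h 37C; OneGlo luminescence after 5 min RT; norm. to buffer vs Salinomycin 10uM.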
# AmpC inh detg: inhibitors of E. coli AmpC beta-lactamase with detergent; P00811; AmpC hydrolysis of nitrocefin, absorbance 480 nm, 0.01% Triton; Potency, µM (titrated, usually from 114 µM), without a hit: at the top dose activity change, negative = inhibition, actives largely listed as inhibitors; 370,000 tested, 0.041% active; AID 485294;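 also: potency is read from the fitted curve at half-maximal effect; 0% = no-compound wells and -100% = no-enzyme wells; nearly all actives have a fitted effect of over 25% in size; some results filed as inactive show a strong effect at the top dose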
#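 20 mM phosphate pH 7.0 + 0.01% (detergent screen) or 0.0001% Triton X-100; 5.3 nM AmpC reagent; cpd preinc 15 min RT; nitrocefin (800 uM stock) to start; A480 q20 s × 4 min; Activity was normalised to no-enzyme and no-compound control wells.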
# An asterisk follows results filed as active; ? = inconclusive; . = not tested or not shown; [ ] = remark or other dose. Unless noted, calls follow the shape of the dose curve; as a rule, active = well fitted curve in the direction sought with a large enough effect; inconclusive = small, poorly fitted or top-dose-only effect, or another doubt; inactive = no such curve, though single readings can be large; an effect the other way counts as inactive or inconclusive. Unless noted, % is scaled to controls: 0 for no effect and ±100 for the full control effect. Random draw from the library; about 7.4% have a hit in one of these screens.
SMILES,AMA1 RON2 block,LmPK inhibitor,Tb PYK inh,AmpC inh no detg,Sm TGR block,HCMV inh,AmpC inh detg
CC(C)(C)c1ccc(C2C(C#N)=C(N)Oc3n[nH]c(-c4cccnc4)c32)cc1 (stereo not given),-5%,7%,0%,-36%,0%,0,9%
O=C(CSc1nnc(Cc2ccccc2)o1)Nc1ccc(Br)cn1,1%,-9%,0%,-23%,3%,50,5%
CC(C)C12CN3CC(C(C)C)(CN(C1)C31C(=O)Nc3ccccc31)C2=O (stereo not given),20%,-4%,7%,22%,-3%,18,0%
CS(=O)(=O)N1CCN(C2C3CC4CC(C3)CC2C4)CC1 (stereo not given),?,5%,8%,-2%,1%,10,-4%
COc1cccc(CNC(=O)C2CCN(C(=O)c3sccc3-n3cccc3)CC2)c1,.,.,-3%,.,-4%,-21,-3%
CC(=O)C1CCC2C3CC(C)=C4CC(O)CCC4(C)C3CCC12C (stereo not given),0%,.,4%,.,.,-34,.
COc1ccc(-c2nc(CN3CCC(C(=O)NCCCOC(C)C)CC3)c(C)o2)cc1OC,.,.,1%,.,-2%,3,-10%
O=C(O)CCCCNCc1ccccc1,-5%,-5%,-11%,-8%,1%,-12,-2%
COc1ccc(C2=NOC(C(=O)NCc3ccc(F)cc3)C2)cc1OC (stereo not given),2%,-2%,-5%,-6%,-13%,?,?
O=[N+]([O-])c1ccc(CSc2nc3ncc(Br)cc3[nH]2)cc1,-8%,9%,-2%,-21%,-3%,-62*,2%
COCC(=O)NNC(=S)Nc1cccc(C)c1C,5%,1%,-7%,-15%,-15%,-31,1%
COc1ccccc1N=Cc1c(C)[nH]n(-c2ccc(C)cc2C)c1=O,25%,1%,-6%,175%[activator],40µM*,?,-2%
CN(c1ccccc1)S(=O)(=O)c1ccc(C(=O)NCc2cccnc2)cc1,0%,.,4%,.,.,-1,.
C[C@H](N)c1nnc(SCc2ccc(Cl)cc2Cl)o1,4%,0%,3%,17%,-1%,14,0%
COc1ccc(CCN2CC(C(=O)OCC(=O)N(C)CC(=O)Nc3ccccc3Cl)CC2=O)cc1OC (stereo not given),-6%,.,-2%,.,.,29,.
Nc1nc(SCC(=O)Nc2ccc3c(c2)CCC3)n[nH]1,-20%[2.32 µM],4%,-13%,-29%,-8%,-35,-11%
COc1cccc(N2C(=O)CC(NNc3nc4ccccc4s3)C2=O)c1 (stereo not given),-14%,-1%,-7%,-1%,4%,6,3%
Clc1ccccc1-c1nnc2sc(-c3ccc4c(c3)OCO4)nn12,48%[activator],3%,?,-27%,1%,41,4%
Cc1ccc(-c2nnn3c2nc(N2CCC(C)CC2)c2ccccc23)cc1,.,.,2%,.,-1%,49,0%
Cc1cc(C)c(NC(=O)CSCc2nc3sc(C)c(C)c3c(=O)[nH]2)c(Cl)c1,42%[activator],.,3%,-22%,-7%,-4,-10%
CC(=O)c1cccc(NC(=O)c2ccc(-n3c(C)nnc3C)cc2)c1,.,.,-1%,.,-2%,18,-5%
CCc1ccc(NC(=O)c2[nH]c(C)c(C(C)=O)c2C)cc1,9%,-5%,-6%,-17%,-4%,84,-10%
CC(=O)Nc1ccc(S(=O)(=O)NCC(=O)OCC(=O)N2CCCCCC2)cc1,-8%,.,-2%,-13%,-4%,40,-17%
Cc1cccnc1C1=NOC(Cc2ccccc2)C(=O)N1C (stereo not given),2%,.,-5%,.,.,1,.

# A few values from the entries so far.
# COc1cccc(N2C(=O)CC(NNc3nc4ccccc4s3)C2=O)c1 (stereo not given) – AMA1 RON2 block: -14%
# CC(=O)Nc1ccc(S(=O)(=O)NCC(=O)OCC(=O)N2CCCCCC2)cc1 – AmpC inh no detg: -13%

# Following part:
SMILES,AMA1 RON2 block,LmPK inhibitor,Tb PYK inh,AmpC inh no detg,Sm TGR block,HCMV inh,AmpC inh detg
O=C(NCc1cccnc1)c1c(F)c(F)c(F)c(F)c1F,-8%,2%,-4%,-11%,7%,-2,-12%
Cc1ccc(N2C(=O)CC(Sc3ccccc3C(=O)O)C2=O)cc1C (stereo not given),21%,-2%,1%,-30%,4µM*,-37,7%
O=C(O)c1ccccc1C(=O)Nc1n[nH]c(=S)s1,8%,3%,?,-36%,?,-34,-2%
Cc1ccc(/C=N/Nc2nc3ccccc3s2)o1,-1%,-13%,-4%,-33%,-12%,-15,?
Cc1cc(C)c(S(=O)(=O)N(C)Cc2cnn(C)c2)c(C)c1,4%,2%,2%,-6%,-8%,6,?
COc1ccc(S(=O)(=O)n2nc(C)c(S(=O)(=O)N3CCC(C)CC3)c2C)cc1C,.,.,-9%,.,1%,7,18%
COc1ccccc1-c1cc(C(=O)Nc2cccnc2Cl)no1,-5%,1%,4%,-9%,-2%,-25,1%
Cc1ncc(CN2CCCCC2C(=O)Nc2ccc(Oc3ccccc3)nc2)cn1 (stereo not given),12%,-10%,4%,30%,-16%,-10,-3%
COc1ccc(N2CCN(C(=O)c3sc4nc5n(c(=O)c4c3C)CCC5)CC2)cc1,.,.,6%,.,9%,-19,19%
COc1ccc(Br)cc1CNC(=O)C1COc2ccccc2C1 (stereo not given),.,.,2%,.,-1%,-6,-1%
COc1ccc(-c2cc(C(F)F)n3ncc(C(=O)Nc4cc(OC)ccc4OC)c3n2)cc1,.,.,-5%,.,1%,-9,-7%
O=S(=O)(Nc1ccccc1-c1ccccc1)c1ccccc1,10%,.,0%,.,.,-24,.
COc1ccccc1CNC(=O)c1cccc(NC(=O)N2CCSc3ncccc32)c1,.,.,1%[15.4 µM],.,0%,0,18%
O=C(COc1cc(Cl)c(Cl)cc1Cl)Nc1ccc([N+](=O)[O-])cc1Cl,0%,3%,-1%,-11%,5%,-5,2%
Cc1ccc(Cl)c2sc(N3CCN(C(=O)c4ccco4)CC3)nc12,-14%,.,-8%,137%[activator],5%,10,0%
Cc1ccc(CN2CCC(CNC(=O)Nc3ccc(Cl)cc3)C2)cc1 (stereo not given),.,.,-1%,.,2%,-25,26%
O=C(COc1ccc(Cl)cc1)N1CCCC1,-6%,-3%,-5%,-7%,-23%,40,-2%
Cc1ccc(C)c(NC(=O)CN(C)C(=O)c2ccc(S(=O)(=O)N3CCCCCC3)cc2)c1,-7%,.,1%,65%[activator],-14%,-21,1%
CN1CCN(S(=O)(=O)c2ccc([N+](=O)[O-])cc2)CC1,1%,0%,-2%,-15%,-2%,-9,?
O=S(=O)(Nc1nc2ccccc2nc1Nc1ccc(N2CCOCC2)cc1)c1cc(Cl)ccc1Cl,-1%,2%,-10%,-31%,0%,-23,-11%
CN1CCC(N(C)C(=O)c2cc(-c3ccccc3Cl)nc3ccccc23)CC1,0%,.,3%,-14%,-14%,-6,-12%
Cc1c(C(=O)N/N=C/c2ccccn2)nnn1-c1nonc1N,141%[activator],-2%,4%,-2%,1%,-28,-12%
Cc1ccnc2ccc(SC(F)(F)F)cc12,-6%,-2%,-7%,-22%,5%,27,4%
COc1ccc(-c2nc(-c3ccc(Br)o3)no2)cc1OC,12%,-1%,0%,2%,?,-4,?

# Filtered by structure, the entries above with two or more sulfur atoms.
SMILES,AMA1 RON2 block,LmPK inhibitor,Tb PYK inh,AmpC inh no detg,Sm TGR block,HCMV inh,AmpC inh detg
Cc1cc(C)c(NC(=O)CSCc2nc3sc(C)c(C)c3c(=O)[nH]2)c(Cl)c1,42%[activator],.,3%,-22%,-7%,-4,-10%
O=C(O)c1ccccc1C(=O)Nc1n[nH]c(=S)s1,8%,3%,?,-36%,?,-34,-2%
COc1ccc(S(=O)(=O)n2nc(C)c(S(=O)(=O)N3CCC(C)CC3)c2C)cc1C,.,.,-9%,.,1%,7,18%

# (continued)
SMILES,AMA1 RON2 block,LmPK inhibitor,Tb PYK inh,AmpC inh no detg,Sm TGR block,HCMV inh,AmpC inh detg
CCOC(=O)N1CCN(C(=O)c2ccc3c(=O)n(Cc4ccccc4OC)c(=S)[nH]c3c2)CC1,75%[activator],3%,-16%,38%,-3%,28,?
CCCC(CCC(=O)Nc1ccn(-c2ccccc2)n1)C(=O)O (stereo not given),1%,4%,4%,-14%,7%,?,1%
Cc1ccc(-n2c(SC3CCOC3=O)nc3ccccc3c2=O)cc1 (stereo not given),.,4%,.,-11%,5%,.,5%
CC(=O)c1ccc(OCc2cc(C(=O)N(C)C(C)c3nccs3)no2)cc1 (stereo not given),2%,-5%,5%,6%,-11%,9,-7%
CN1CCN(C(=O)c2ccc3c(c2)N(Cc2ccccc2)CCS3)CC1,-1%,-1%,5%,95%[activator],0%,.,-14%
Cc1cc(=O)[nH]c2c(C)c(N)ccc12,-2%,-1%,1%,-2%,1%,-6,-11%
Cc1ccc(CN2CCN(C(=O)c3ccncc3)CC2)cc1,-13%,-6%,1%,-22%,0%,-22,2%
CCC(=O)Nc1c2c(nn1-c1ccc(F)cc1)CS(=O)C2 (stereo not given),0%,3%,3%,-10%,88%[activator],39,-12%
O=C(CCS(=O)(=O)c1ccc2c(c1)NC(=O)CO2)NCc1ccccc1,4%,-1%,-6%,-17%,-2%,41,-1%
CC(=O)c1ccc(N2CCN(C(=O)C3CCN(S(=O)(=O)c4c(C)noc4/C=C/c4ccc(C)cc4)CC3)CC2)cc1,.,.,-13%,.,3%,-24,14%
Cc1cccc(C)c1NC(=O)CNC(=O)c1ccccc1OCc1ccccc1,6%,.,-6%,-6%,-9%,?,-17%
CC(=O)NC1(C(F)(F)F)C(=O)Nc2c1c(=O)n(C)c(=O)n2C (stereo not given),-1%,-4%,-2%,-16%,5%,7,1%
CCn1c(SCC(=O)Nc2nccs2)nnc1-c1ccco1,-4%,0%,-2%,4%,-8%,-14,-1%
CC(NC(=O)c1cn(C)c2ccc(S(=O)(=O)N3CCCC3)cc2c1=O)c1ccccc1 (stereo not given),8%,11%,11%,-8%,1%,-35,0%
CCNC(=O)CSc1nc2ccccc2c(=O)n1OC,-4%,-2%,-11%,-9%,-1%,-21,?
CC(C)(C)OC(=O)C[C@@H]1C/C=C\C[C@H](CC(=O)N(CCO)Cc2ccccc2)C(=O)N[C@@H](Cc2c[nH]c3ccccc23)COC1=O,-10%,.,-21%,201%[activator],.,28,.
Cc1ccccc1OCCCN1CCCC1,-16%,2%,8%,-19%,-26%,-2,0%
COc1ccc(N/C(N)=N/c2nc(C)cc(=O)[nH]2)cc1,2%,3%,-15%,-4%,-10%,-6,-13%
O=c1c(Cc2ccc(Cl)cc2Cl)c(O)ccn1CC(F)(F)F,6%,6%,-9%,-17%,14%,16,-2%
